Compound activity (PubChem)
HEK293 NFkB inh = inhibitors of PMA/ionomycin-induced NF-kB reporter, primary screen, antigen receptor NF-kB inhibitor project, cell-based, HEK-293 luciferase reporter, luminescence; inhibition, % at 3 µM; HEK-293 NF-kB luciferase reporter; 0.21% of 62,000 active; AID 465, 2006;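 active means inhibition above the mean of all tested compounds plus 3 SD, cut at about 40% in these data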;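 further: 0% = stimulated DMSO wells and 100% = 10 µM reference inhibitor 5653914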
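Timing: 1 h pretreatment, 16 h stimulation, 37 °C; system: HEK-293 cells with stable firefly luciferase reporter driven by four HIV NF-kB elements; doses: 3 µM once, 0.30% DMSO; measured by: luciferase luminescence; control set: DMSO and 10 µM reference inhibitor; repeats: single test; reagent: PMA plus ionomycin mix as NF-kB-activating stimulus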
M1 antag = antagonists of rat M1 muscarinic receptor. Muscarinic acetylcholine receptor M1 (Rattus norvegicus), P08482. CHO-M1 cells, Fluo-4 calcium, ACh EC80 antagonist mode; active compounds read low. B-score at 10 µM. 3.4% of 64,000 active. AID 628, 2007;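 active means calcium fluorescence response, raw or row-and-column corrected B-score, differing from the plate sample mean either way at a set confidence level, mostly lower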
tolC growth inh = growth inhibitors of E. coli tolC mutant, primary screen, strain BW25113 ΔtolC::kan, 384-well; OD615; growth inhibition, % at 10 µM (by protocol); 2.2% of 65,000 active; AID 573, 2007;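 active means growth inhibition at or above a cutoff equal to the mean over every tested compound plus 3 SD, cut at about 60% in these data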;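 further: growth measured after 20 h incubation at 37 °C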
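Signal: optical density read at 615 nm; Assay system: E. coli ΔtolC::kan strain BW25113; Times: 20 h incubation with compound, 37 °C; Dosing: 10 µM final, single dose.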
M1 agonist = M1 muscarinic receptor agonists, primary screen, CHO-M1 cells, Fluo-4 calcium, agonist mode | B-score at 10 µM | AID 626, 2007 | 3% of 64,000 active | Muscarinic acetylcholine receptor M1 | Fluo-4 calcium fluorescence; active compounds read high;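 active means fluorescence rise, raw or as B-score row- and column-corrected plate score, outside the 99.7% band of its plate's samples, either direction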
TNAP act mid DEA = human TNAP enzyme activators, primary screen, biochemical, luminescent, intermediate phosphate acceptor level; activation factor at 20 µM; purified TNAP, CDP-star luminescence, 100 mM DEA, 30 min; active compounds read high; scale: 0 levamisole-inhibited, 1 vehicle-only enzyme; Alkaline phosphatase, tissue-nonspecific isozyme (Homo sapiens), P05186; 64,000 tested, under 10 active; AID 813, 2007;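 active means activation factor of at least 2 at 20 µM, relative to controls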
NADH coupling = inhibitors of PK/LDH coupling enzymes, profiling panel, artefact control, biochemical, MLSMR library | IC50, µM (top dose mostly 10 µM), inactives show at the top dose inhibition | 0.02% of 65,000 active | coupled PK/LDH NADH assays, four targets | AID 774, 2007;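 active means single-dose screening hits from any of four coupled enzyme assays that gave an IC50 when retested across doses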;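 further: the DPM-DC format reads NADH fluorescence rather than 340 nm absorbance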
D1 allo mod = D1 CRE-luciferase signal change, two-sided – cell-based, HEK293 D1, dopamine EC30, D1 allosteric modulator project, primary screen | B-score at 10 µM | 5.9% of 58,000 active | D(1A) dopamine receptor (Homo sapiens), P21728 | dopamine EC30 potentiation; actives deviate in either direction;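 active means luminescence count or its row- and column-corrected plate score outside the 99.7% band of the plate's sample wells, on either side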
Target sequence (P21728 whole entry, looked up): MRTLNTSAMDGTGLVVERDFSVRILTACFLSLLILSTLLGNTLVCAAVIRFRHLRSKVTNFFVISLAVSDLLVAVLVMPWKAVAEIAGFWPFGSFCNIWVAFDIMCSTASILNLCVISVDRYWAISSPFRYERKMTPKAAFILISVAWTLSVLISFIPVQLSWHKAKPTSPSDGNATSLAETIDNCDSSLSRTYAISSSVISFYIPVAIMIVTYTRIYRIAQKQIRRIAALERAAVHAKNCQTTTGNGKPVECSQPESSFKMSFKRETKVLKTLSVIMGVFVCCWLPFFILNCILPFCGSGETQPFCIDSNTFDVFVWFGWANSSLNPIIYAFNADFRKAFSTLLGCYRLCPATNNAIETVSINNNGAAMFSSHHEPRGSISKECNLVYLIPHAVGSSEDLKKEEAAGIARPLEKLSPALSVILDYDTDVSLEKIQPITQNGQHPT
Jurkat viability = cytotoxicity toward Jurkat T cells, primary screen, cytotoxicity control, cell-based, Jurkat E6.1, 60K MLSMR library | 1.2% of 56,000 active | Jurkat E6.1 viability, ATP luminescence, 48 h | inhibition, % at 4 µM;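 active means inhibition above the mean inhibition of all tested compounds plus 3 SD, cut at about 28% in these data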
SF-1 act = activators of human SF-1, primary screen, cell-based, CHO-K1, Gal4-SF-1 LBD, luciferase luminescence. Steroidogenic factor 1 (Homo sapiens), Q13285. CHO-K1 Gal4-SF-1 LBD luciferase reporter; % increase over DMSO SF-1-specific signal. activation, % at 10 µM. 1.9% of 65,000 active;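 active means activation above the mean activation of all tested compounds plus 3 SD, cut at about 50% in these data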
Target sequence (Q13285 whole entry, looked up, the tested form may be a part): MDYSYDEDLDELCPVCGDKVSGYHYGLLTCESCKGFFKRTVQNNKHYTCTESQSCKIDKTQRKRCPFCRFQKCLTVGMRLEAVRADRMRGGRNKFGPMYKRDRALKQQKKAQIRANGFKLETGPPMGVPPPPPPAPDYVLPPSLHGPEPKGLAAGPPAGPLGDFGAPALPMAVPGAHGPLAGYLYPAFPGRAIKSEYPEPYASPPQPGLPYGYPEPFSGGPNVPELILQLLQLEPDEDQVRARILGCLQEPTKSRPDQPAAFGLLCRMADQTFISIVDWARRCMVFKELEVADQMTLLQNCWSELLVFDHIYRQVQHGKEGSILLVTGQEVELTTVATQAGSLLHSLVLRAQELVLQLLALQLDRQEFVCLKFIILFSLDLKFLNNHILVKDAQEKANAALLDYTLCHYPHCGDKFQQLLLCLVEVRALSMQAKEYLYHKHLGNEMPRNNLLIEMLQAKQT
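material = CHO-K1 cells with Gal4–hSF-1 LBD chimera plus Gal4-driven luciferase | compound = 10 µM single point, 1% DMSO | incubation = 20 h compound exposure at 37 °C after 1 h cell settling | measured by = SteadyLite luciferase luminescence | evaluation = percent activation relative to DMSO median and mock-transfected background | control set = DMSO negative control and −SF1 background wells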
The depositor's hits bear a star; · = not tested or not shown; [ ] = another dose, or the depositor's remark.

A first look (four entries):
SMILES	HEK293 NFkB inh	M1 antag	tolC growth inh	M1 agonist	TNAP act mid DEA	NADH coupling	D1 allo mod	Jurkat viability	SF-1 act
O=C(c1cc(-c2cccc(O)c2)on1)N1CCc2ccccc2C1	10	-0.3	55	-0.16	0.8	7%	-0.88	-4	-3
Cc1nn(CC(=O)Nc2nnc(CC(=O)N3CCCC3)s2)c(=O)c2ccccc12	5	0.69	-1	-0.63	0.9	4%	-0.88	·	1
COc1ccc(N2C(=O)C(Cl)=C(N(CCO)Cc3ccccc3)C2=O)cc1	4	-0.63	5	-0.24	0.9	2%	1.5	-5	-3
CS(=O)(=O)N1CCN(C(=O)c2ccc(F)cc2)CC1	12	0.64	-32	0.087	1	7%	0.3	4	-21

The listing (from the top)
SMILES	HEK293 NFkB inh	M1 antag	tolC growth inh	M1 agonist	TNAP act mid DEA	NADH coupling	D1 allo mod	Jurkat viability	SF-1 act
O=C(c1cc(-c2cccc(O)c2)on1)N1CCc2ccccc2C1	10	-0.3	55	-0.16	0.8	7%	-0.88	-4	-3
Cc1nn(CC(=O)Nc2nnc(CC(=O)N3CCCC3)s2)c(=O)c2ccccc12	5	0.69	-1	-0.63	0.9	4%	-0.88	·	1
COc1ccc(N2C(=O)C(Cl)=C(N(CCO)Cc3ccccc3)C2=O)cc1	4	-0.63	5	-0.24	0.9	2%	1.5	-5	-3
CS(=O)(=O)N1CCN(C(=O)c2ccc(F)cc2)CC1	12	0.64	-32	0.087	1	7%	0.3	4	-21
CC1=CC(=C2C(=O)c3ccccc3C2=O)C=C(C)O1	-3	-1.1*	5	0.093	0.8	4%	·	-3	42
O=C(NC12CC3CC(CC(C3)C1)C2)N1CCCC(CO)C1 (configuration not stated)	5	-0.42	0	-0.25	0.9	2%	0.56	-3	3
Cc1ccc2cccc(O)c2[n+]1[O-]	17	0.43	7	0.29	0.9	10%	·	2	3
CC(=O)c1ccc(-c2nc3c4ccccc4ccn3c2C(C)=O)o1	89*	-0.0095	7	-1	0.9	3%[fluoresces]	1.5	1	-9
CCOc1ccccc1NC(=O)CSc1nnc(-c2cnccn2)n1C	6	-0.68	-4	-0.48	1	2%	·	·	-10
COc1ccccc1C(=O)Nc1ccc2c(c1)OCCO2	-36	-0.3	-1	-0.47	0.9	3%	-1	4	76*
O=C(COC(=O)c1ccccc1O)Nc1ccc(OC(F)F)cc1	9	-0.07	14	-0.18	0.8	1%	-0.017	-4	4
CCOC(=O)CNC(=O)CSc1nnnn1-c1cc(C)ccc1C	0	0.41	-6	0.76	0.9	2%	0.43	-1	-12
Cn1c(SCC(=O)c2ccccc2)nnc1-c1cnccn1	4	-0.15	-7	0.07	0.9	5%	·	9	61*
COc1cc(C(=O)Nc2nc(N)n(-c3ccccc3)n2)cc(OC)c1OC	4	0.49	1	-0.34	0.9	5%	-0.73	-5	15
OCc1nc(CO)n(Cc2ccccc2)n1	3	0.0016	-26	-0.35	1	3%	-0.17	0	-13
CC(C)C(=O)Nc1ccc(N2CCN(C(=O)c3cccs3)CC2)cc1	13	-0.31	-6	-0.83	0.9	2%	·	1	0
COc1ccc(OC)c(N(CC(=O)N2CCN(c3cc(Cl)ccc3C)CC2)S(C)(=O)=O)c1	21	-0.0038	13	-0.52	0.9	3%	-0.12	8	-12
Cc1ccnc(N2CCC(C(=O)Nc3cccc(C(F)(F)F)c3)CC2)n1	15	0.054	65*	0.88	1	4%	·	7	-13
COc1ccccc1C1(CC(=O)O)CCOC(C)(C)C1 (configuration not stated)	17	-0.31	-5	-1.2	1	4%	0.024	4	-13
Cc1ccc(C)n1-n1cnc2scc(-c3cccs3)c2c1=O	11	0.13	11	-0.055	0.9	6%	17*	4	-4
Cc1ccc(S(=O)(=O)N2CCCC(C(=O)NCCc3ccc4c(c3)OCO4)C2)cc1 (configuration not stated)	17	-0.035	12	-1.3	0.9	11%	0.058	4	-14
Cn1c(NC(=O)c2cc(-c3ccc4c(c3)OCO4)nc3ccccc23)cc(=O)n(C)c1=O	20	0.54	27	-0.12	0.9	7%	1.5	6	22
Cc1ccc(-c2nnc(CSc3nnc(C)s3)o2)cc1	19	-0.17	14	0.11	1	10%	1.2	-3	20
CCCCC(=O)Nc1ccc(C(=O)N2CCN(c3ccccc3OC)CC2)cc1	12	3.4*	25	-0.051	1	5%	-0.04	-5	1
COc1cccc(C(=O)Nc2cccc(NC(C)=O)c2)c1	18	1.2	0	0.49	1	2%	0.19	4	16
Nn1c(SCC(=O)Nc2ccc3c(c2)OCCO3)nnc1C(F)(F)F	·	0.35	22	0.93	0.9	1%	0.44	·	3
CCOC(=O)c1cc(-c2nnc(-c3ccc(Cl)cc3)o2)c(C)nc1C	-13	-0.85	6	-1.3	0.9	3%	·	-3	3
COc1ccc(C(c2nnnn2Cc2ccc(F)cc2)N2CCN(c3ccccc3)CC2)cc1 (configuration not stated)	11	0.89	31	0.055	0.9	8%	0.023	3	-8
Cc1c(C(=O)NCc2ccccn2)sc2nc(-c3ccccc3)cn12	21	-0.77	6	0.71	0.9	4%	-0.93	0	31
N#CC12CCCCC1CC1CCCCC1(C#N)N2Cc1ccccn1 (configuration not stated)	·	0.95	18	1.2	1	3%	·	·	7
c1cncc(Nc2nc(-c3ccncc3)cs2)c1	3	-0.55	22	-0.41	1	5%	1.1	2	0
CN(Cc1ccccc1)C(=O)CCS(=O)(=O)c1ccc2c(c1)n(C)c(=O)c(=O)n2C	10	-0.16	-7	0.53	1	3%	-1.2	-8	-13
Cn1cnnc1SCc1ccc(-c2ccc(Br)cc2)o1	-6	-0.55	18	0.006	1	7%	-0.32	10	-5
COC(=O)C(NC(C)=O)(Nc1nc2ccc(S(C)(=O)=O)cc2s1)C(F)(F)F (configuration not stated)	·	0.2	16	0.18	0.9	3%	-0.8	·	9
Cc1cc2nc(C(F)(F)F)[nH]c(=O)n2n1	8	0.43	-5	0.48	1	6%	-1.5	-1	-7
CC(C)(C)c1cccc(/C=N/O)c1O	·	0.22	7	0.2	0.9	5%	4.9	·	3
COc1ccc(OC)c(NS(=O)(=O)Cc2ccccc2)c1	14	0.55	13	0.0041	0.7	3%	·	-3	-3
CCOCCOC(=O)C1=C(C)N(C)C(=O)NC1c1cc(Cl)c(O)c(OC)c1 (configuration not stated)	3	0.019	5	-0.063	0.9	4%	-0.44	-6	-2
CCN1C(=O)C(C(=O)Nc2ccc(OC)cc2)C2CC1(C)Oc1ccccc12 (configuration not stated)	-10	-0.69	-1	0.52	0.9	2%	-1	-5	-8
CCCCNC(=O)c1nn(-c2ccccc2OC)c(=O)c2ccccc12	10	-1.1	1	-2.3	0.9	3%	-0.059	2	-13
CC(C)(C)n1nc2c(c1NC(=O)COc1ccc3ccccc3c1)CS(=O)C2 (configuration not stated)	10	0.24	7	1.2	0.9	2%	0.32	9	12
COc1cc(-c2nn3c(-c4cccc(C)c4)nnc3s2)cc(OC)c1OC	4	0.8	-17	-0.084	0.9	12%	5.2*	-2	6
Cc1ccc(Nc2nc3nonc3[nH]c2=O)cc1	-19	0.004	29	-0.13	0.9	6%	-0.036	-11	31
CCOC(=O)c1c(NC(=O)CC)sc(C(C)=O)c1C	7	-0.05	5	-0.22	1	8%	16*	1	9
COc1ccc(CNC(=O)C2CCN(C(=O)[C@@H](CC(C)C)NC(=O)OC(C)(C)C)CC2)cc1	2	-0.41	8	2.5	0.9	7%	-0.076	-1	-4
CCCCN(C(=O)c1ccc(Cl)cc1)C1CC2CCC(C1)N2C (configuration not stated)	-10	-2.1*	-17	-0.08	0.9	3%	-2.3	0	12
C/C(=C(\C#N)C(=O)NC1CCCCC1)N(C)C	12	0.094	-2	-0.15	0.9	1%	-0.72	3	1
O=C(CSc1nnc(-c2cccs2)n1-c1ccccc1)N1CCCC1	18	-0.16	-3	-0.49	0.9	6%	0.56	1	-8
Cc1cc(-n2nnc3ccccc32)nc2ccccc12	0	-0.59	1	-0.23	0.9	3%	2	-1	3
Cn1nnc2c(NCc3ccco3)nccc21	6	0.32	-11	0.016	1	1%[fluoresces]	0.086	·	4
Cn1c(=O)c2c(-c3ccncc3)c3c(nc2n(C)c1=O)-c1ccccc1C3=O	17	0.022	-25	0.36	0.9	3%	-0.068	-1	9
O=C(Cc1cccs1)Nc1ccon1	5	·	-10	·	0.9	1%	-0.65	-5	7
O=C(CCn1c(=O)oc2ccccc21)Nc1ccon1	6	-1.1	-24	0.36	·	5%	0.84	-1	4
COc1cccc(NC(=O)CSc2nc3ccccc3c(=O)n2CCCC(=O)N2CCCC2)c1	14	0.52	7	0.52	1	6%	-1.1	·	8
COCCOC(=O)c1c(C)nc(SCC(=O)Nc2ccc(OC)cc2)c(C#N)c1-c1ccco1	·	0.48	1	0.0046	0.8	4%	3.5	·	18
COc1cccc2cc(-c3nc(-c4cccs4)cs3)c(=O)oc12	-8	0.58	8	14*	0.9	11%[fluoresces]	-2.4*	0	33
COc1ccc(OC)c(C(O)c2coc3ccc(O)c(CN4CCOCC4)c23)c1 (configuration not stated)	·	0.39	9	0.16	0.9	4%	·	·	1
CCOC(=O)N1CCC(NC(=O)CS(=O)(=O)Cc2nc(-c3ccc(C)cc3)oc2C)CC1	11	-0.93	-5	2.1	0.9	5%	-0.2	-1	-13
COC(=O)c1cc2oc(C)cc2n1CC(=O)Nc1ccc(C)c(C)c1	11	-0.62	28	-0.18	0.8	1%	0.54	-4	9
O=S(=O)(c1cccs1)N1CN(Cc2cccs2)c2nc3ccccc3nc21	6	-0.32	56	0.068	1	4%	3.8*	-1	22
Remaining list, next part:
SMILES	HEK293 NFkB inh	M1 antag	tolC growth inh	M1 agonist	TNAP act mid DEA	NADH coupling	D1 allo mod	Jurkat viability	SF-1 act
COc1ccc2c(c1)c(C(=O)CN1CCC3(CC1)OCCO3)c(C)n2C	8	0.79	-27	0.26	1	4%	-0.28	-2	-4
CC1CCCN(C(=O)C2CCN(S(=O)(=O)c3cccc4cccnc34)CC2)C1 (configuration not stated)	6	-0.068	-2	-0.33	1	1%	·	0	10
CCSc1nnc(NC(=O)c2nn(C(C)C)c(=O)c3ccccc23)s1	13	-0.44	38	1.3	0.9	7%	4.8	-13	-9
Cc1ccc(N=Cc2ccc[nH]2)c(O)c1	1	-0.071	16	0.55	0.8	1%	-0.0071	0	9
O=C(O)c1c[nH]ccc1=O	11	-0.14	-23	-0.43	0.9	5%	1	7	2
COc1cc2c(cc1OC)C(COc1ccc(F)cc1)N(C(=O)c1ccco1)CC2 (configuration not stated)	18	-1.2	37	7.9*	1	6%	0.89	·	-8
CC(=O)N1CCc2cc(C(=O)CN3CCN(c4ccccc4F)CC3)ccc21	12	-0.3	0	-2.4	0.9	2%	-1.6	0	-2
